AMA1 RON2 block: AMA1-RON2 (P. falciparum) interaction inhibition; AID 720542; AlphaScreen AMA1-biotinylated RON2 peptide binding; Potency, µM (top dose mostly 58.2 µM), for the others: top-dose activity change, negative = inhibition, usual class: inhibitors; 360,000 tested, 0.2% active;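 note: potency is the fitted concentration of half-maximal effect; 0% = vehicle wells and -100% = peptide control; nearly all actives have a fitted effect of over 45% in size; some results filed as inactive show a strong effect at the top dose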
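AMA1 (3D7) with his tag at 25 nM final met compounds first, then biotinylated RON2 peptide at 25 nM; detection used donor plus acceptor beads, 10 µg/mL apiece, read by AlphaScreen after 30 min at room temperature.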
AmpC inh no detg: inhibitors of E. coli AmpC beta-lactamase without detergent; Potency, µM (highest dose often 57.1 µM), inactives show at the highest dose activity change, negative = inhibition, usual class: inhibitors; AmpC nitrocefin hydrolysis, absorbance 480 nm, 0.0001% Triton; AID 485341; P00811; 330,000 tested, 0.52% active;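 note: potency is the fitted concentration of half-maximal effect; plate controls were no compound for no effect and no enzyme for full effect; nearly all actives have a fitted effect of over 20% in size; some results filed as inactive show a strong effect at the top dose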
Target sequence (P00811 whole entry, looked up): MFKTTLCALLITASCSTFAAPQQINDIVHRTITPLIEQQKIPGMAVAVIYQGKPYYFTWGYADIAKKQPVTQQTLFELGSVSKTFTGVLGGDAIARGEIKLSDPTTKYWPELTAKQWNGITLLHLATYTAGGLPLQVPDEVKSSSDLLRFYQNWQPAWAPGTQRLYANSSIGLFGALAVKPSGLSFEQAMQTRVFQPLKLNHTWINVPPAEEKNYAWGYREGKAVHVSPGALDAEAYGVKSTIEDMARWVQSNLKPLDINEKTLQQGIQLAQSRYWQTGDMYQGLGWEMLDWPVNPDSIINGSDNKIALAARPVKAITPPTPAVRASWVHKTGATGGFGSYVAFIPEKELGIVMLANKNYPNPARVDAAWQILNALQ
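AmpC (5.3 nM in the dispensed reagent) in 20 mM phosphate pH 7.0 with 0.01% (detergent screen) or 0.0001% Triton X-100 was preincubated with compounds for 15 min at room temperature. Nitrocefin was then added from an 800 uM solution, and hydrolysis was followed at 480 nm.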
AmpC inh detg: AmpC beta-lactamase inhibition with detergent present | P00811 | AmpC hydrolysis of nitrocefin, absorbance 480 nm, 0.01% Triton | Potency, µM (doses to about 114 µM), for inactives: at the highest dose activity change, negative = inhibition, actives largely listed as inhibitors | 370,000 tested, 0.041% active | AID 485294;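 note: potency is the fitted concentration of half-maximal effect; 0% = no-compound wells and -100% = no-enzyme wells; nearly all actives have a fitted effect of over 25% in size; some results filed as inactive show a strong effect at the top dose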
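20 mM phosphate pH 7.0 + 0.01% (detergent screen) or 0.0001% Triton X-100; 5.3 nM AmpC reagent; cpd preinc 15 min RT; nitrocefin (800 uM stock) to start; A480 q20 s × 4 min; Activity was normalised to no-enzyme and no-compound control wells.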
TbPYK inhibitor: inhibitors of Trypanosoma brucei pyruvate kinase; Q57TT1; TbPYK enzyme, Kinase-Glo Plus ATP luminescence, 45 min; Potency, µM (highest dose often 76.8 µM), inactives show at the highest dose activity, negative = inhibition, most hits filed as inhibitors; 410,000 tested, 0.12% active; AID 624173; note: potency is the fitted concentration of half-maximal effect; nearly all actives have a fitted effect of over 50% in size
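T. brucei PYK with substrate was exposed to pin-transferred compounds across a concentration series, then started with 130 uM ADP (final). After 45 min at room temperature, Kinase-Glo Plus luminescence was read, normalized and curve-fitted.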
HCV inh: HCV inhibition | Huh7.5.1 HCVcc-Cre infection, luciferase reporter, 44 h | AID 651820 | 340,000 tested, 3.4% active | Potency, µM (highest dose often 41.8 µM), inactives show at the highest dose activity change, negative = inhibition, most hits filed as inhibitors; note: potency is the fitted concentration of half-maximal effect
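Cells (1,000/well) were plated 4 h before compound, then infected with HCVcc-Cre virus (~0.5 moi). After 44 h further culture, infection was read as luciferase luminescence following a 15 min substrate incubation at room temperature.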
LmPK inhibitor: inhibitors of Leishmania mexicana pyruvate kinase | AID 1721 | 290,000 tested, 0.37% active | purified LmPK, Kinase-Glo ATP luminescence, 1 h | Q27686 | Potency, µM (doses to about 57.5 µM), for the others: at the top dose activity change, negative = inhibition, hits mostly inhibitors; note: potency is the fitted concentration of half-maximal effect
Target sequence (Q27686 whole entry, looked up): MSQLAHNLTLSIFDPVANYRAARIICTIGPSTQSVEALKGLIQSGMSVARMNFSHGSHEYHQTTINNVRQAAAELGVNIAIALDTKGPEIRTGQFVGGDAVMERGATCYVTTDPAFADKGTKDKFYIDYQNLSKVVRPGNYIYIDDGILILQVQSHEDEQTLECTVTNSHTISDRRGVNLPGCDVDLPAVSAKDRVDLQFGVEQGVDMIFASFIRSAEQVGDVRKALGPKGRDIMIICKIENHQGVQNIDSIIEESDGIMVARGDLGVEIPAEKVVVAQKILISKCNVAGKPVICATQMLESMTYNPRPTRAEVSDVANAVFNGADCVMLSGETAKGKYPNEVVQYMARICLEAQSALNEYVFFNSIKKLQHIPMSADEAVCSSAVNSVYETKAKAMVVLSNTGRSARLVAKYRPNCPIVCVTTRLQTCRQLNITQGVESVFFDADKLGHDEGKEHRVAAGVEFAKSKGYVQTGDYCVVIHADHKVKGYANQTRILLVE
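0.1 nM LmPK, 0.5 mM PEP, 0.1 mM ADP; 50 mM imidazole pH 7.2, 7 mM MgCl2, 50 mM KCl; 1 h RT. Kinase-Glo luminescence readout, normalized to no-enzyme (full inhibition) and uninhibited wells.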
HCMV antiviral: blocks human cytomegalovirus replication | 410,000 tested, 4.5% active | activity change, negative = inhibition, % at 57.5 µM | HFF cells, HCMV-luciferase reporter, 72 h; stronger effect = lower value; in the data active = activity change below about -60%; inconclusive = no clear call, values can overlap the other calls; inactive = above about -39%
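Inhibition of viral replication was scored as loss of reporter luminescence in HFFs infected with HCMV-luciferase (MOI 1 PFU/cell) for 72 h; compounds tested at 2 doses, normalized to buffer and Salinomycin controls.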
* = called active by the depositor; ? = inconclusive; / = no result given; [ ] = dose if it differs, or a comment. Unless noted, calls come from the whole dose curve; as a rule, active = well fitted curve in the direction sought with a large enough effect; inconclusive = small, poorly fitted or top-dose-only effect, or another doubt; inactive = no such curve, though single readings can be large; an effect the other way counts as inactive or inconclusive. Unless noted, % is set by controls: 0 for no effect and ±100 for the full control effect.

Short keys – A = AMA1 RON2 block; B = AmpC inh no detg; C = AmpC inh detg; D = TbPYK inhibitor; E = HCV inh; F = LmPK inhibitor; G = HCMV antiviral
CC(C)(C)c1nnc(NC(=O)NS(=O)(=O)c2ccccc2)s1
  A = -13%	B = 6%	C = -12%	D = 4%	E = -2%	F = -1%	G = -2

CC(Sc1n[nH]c(=O)n1Cc1ccccc1)C(=O)NCC1CCCO1 (stereo not drawn)
  A = -6%	B = -7%	C = ?	D = -2%	E = 0%	F = /	G = 6

CCN(CC)C(=O)CSc1nnc(-c2ccco2)n1N
  A = -3%	B = -16%	C = -5%	D = -2%	E = -3%	F = -4%	G = -8

O=C(/C(=N\Nc1ccc([N+](=O)[O-])cc1)Sc1nnnn1-c1ccccc1)c1ccccc1
  A = 16%	B = ?	C = ?	D = -1%	E = 41%[activator]	F = -1%	G = -18

CCc1[nH]nc(C(=O)N2CCCC(CNS(=O)(=O)c3cccs3)C2)c1C (stereo not drawn)
  A = 9%	B = 3%	C = 3%	D = 1%	E = -2%	F = 2%	G = -5

FC(F)(F)Oc1ccccc1C(c1nnnn1Cc1ccccc1)N1CCN(C/C=C/c2ccccc2)CC1 (stereo not drawn)
  A = -21%	B = /	C = /	D = 3%	E = /	F = /	G = -24

CNCC(O)c1cccc(OC(=O)c2ccccc2C)c1 (stereo not drawn)
  A = -8%	B = 5%	C = -14%	D = -2%	E = -17%	F = -1%	G = -26

NC(=O)C1CCN(c2cc(N3CCOCC3)ccc2[N+](=O)[O-])CC1
  A = 0%	B = -10%	C = -2%	D = 5%	E = 10%	F = -5%	G = -13

Cc1ccc(-n2nc(CO)c(C(=O)NCc3cccnc3)n2)cc1C
  A = /	B = /	C = -6%	D = 1%	E = /	F = /	G = 19

COc1ccc(C(O)c2ncc(C(F)(F)F)cc2Cl)cc1 (stereo not drawn)
  A = -2%	B = -2%	C = 1%	D = 9%	E = 2%	F = 2%	G = 2

COc1ccc(Cc2nc3ccc(C(=O)N4CCCC4)cc3o2)cc1
  A = -2%	B = 52%	C = 3%	D = 5%	E = -10%	F = -4%	G = 108

CCCCn1c(=S)[nH]c2c(=O)n(C)c(=O)n(C)c21
  A = 67%[activator]	B = /	C = /	D = ?	E = /	F = /	G = 4

Cc1ccccc1C(=O)NC1CCN(CC(=O)N2CCCCC2C)CC1 (stereo not drawn)
  A = 7%	B = -2%	C = 8%	D = -4%	E = ?	F = -6%	G = 1

COc1ccc(NC(=O)CSC(C)c2nc3ccccc3c(=O)[nH]2)cc1 (stereo not drawn)
  A = 5%	B = -16%	C = 5%	D = 3%	E = 19%	F = 0%	G = 13

CN(CC(=O)Nc1ccc(Cl)c(Cl)c1)CC(=O)Nc1ccc2c(c1)OCO2
  A = 38%[activator]	B = 1%	C = -4%	D = -1%	E = -12%	F = /	G = 2

CCCCOc1ccc(C(=O)NCC(=O)NCC(=O)OCC)cc1
  A = 6%	B = -1%	C = -4%	D = 6%	E = 19%	F = 2%	G = -34

Cc1ccc(S(=O)(=O)Nc2ccc3c(c2)nc(CCN2CCN(c4ccccn4)CC2)n3C)cc1
  A = -12%	B = 120%[activator]	C = 2%	D = -1%	E = ?	F = -1%	G = ?

O=c1cc(NC2CCCCCC2)[nH]c(=O)[nH]1
  A = 3%	B = -17%	C = 1%	D = -10%	E = 10%	F = -8%	G = 4

COC(=O)c1sccc1NC(=O)c1csc(C)c1
  A = 74%[activator]	B = -33%	C = 2%	D = -3%	E = ?	F = 0%	G = 61

CC(NC(=O)C1CCN(S(=O)(=O)c2cc([N+](=O)[O-])ccc2Cl)CC1)c1ccccc1 (stereo not drawn)
  A = 13%	B = -7%	C = -11%	D = -18%	E = 1%	F = 1%	G = -33

By substructure: the compounds so far with fluorine (two)
Short keys – A = AMA1 RON2 block; B = AmpC inh no detg; C = AmpC inh detg; D = TbPYK inhibitor; E = HCV inh; F = LmPK inhibitor; G = HCMV antiviral
FC(F)(F)Oc1ccccc1C(c1nnnn1Cc1ccccc1)N1CCN(C/C=C/c2ccccc2)CC1 (stereo not drawn)
  A = -21%	B = /	C = /	D = 3%	E = /	F = /	G = -24

COc1ccc(C(O)c2ncc(C(F)(F)F)cc2Cl)cc1 (stereo not drawn)
  A = -2%	B = -2%	C = 1%	D = 9%	E = 2%	F = 2%	G = 2

Remaining list, next part:
Short keys – A = AMA1 RON2 block; B = AmpC inh no detg; C = AmpC inh detg; D = TbPYK inhibitor; E = HCV inh; F = LmPK inhibitor; G = HCMV antiviral
COC(=O)C1=C(C)NC2=C(C(=O)CC(C)(C)C2)C1c1cn(Cc2ccc(Br)cc2)nc1-c1ccccc1 (stereo not drawn)
  A = 18%	B = 10%	C = 5%	D = -2%	E = ?	F = 2%	G = /

O=C1c2ccncc2C(=O)N1c1cccc(Cl)c1
  A = 13%	B = -12%	C = -2%	D = -1%	E = 1%	F = -3%	G = -3

C=C(C)c1cccc(C(C)(C)NC(=O)NCC2CCCO2)c1 (stereo not drawn)
  A = 8%	B = 28%	C = 1%	D = 0%	E = -2%	F = 6%	G = -6

CCN(CC)C(=O)Cn1cc(/C=C2\C(=O)NC(=O)N(c3ccccc3F)C2=O)c2ccccc21
  A = -3%	B = 33%	C = -5%	D = -4%	E = 31%[activator]	F = 0%	G = 195

Cc1ccc(C(=O)c2c3ccc([N+](=O)[O-])cc3[n+]([O-])n2CCC(N)=O)cc1
  A = 4%	B = -23%	C = -10%	D = -10%	E = 13µM*	F = -1%	G = -20

Cc1ccc(NC(=O)CSCC#N)cc1
  A = 13%	B = -19%	C = 2%	D = -7%	E = -2%	F = 1%	G = 55

COc1ccc(CNC(=O)N2[C@H]3CC[C@@H]2C=C(c2ccc(F)cc2OCc2ccccc2)C3)cc1OC
  A = 12%	B = /	C = /	D = -3%	E = /	F = /	G = ?

COC(=O)C1CCN(C(=O)COC(=O)c2ccc(N3CCCC3=O)cc2)CC1
  A = 8%	B = -7%	C = /	D = 19%	E = -22%	F = /	G = 0

COc1ccccc1C(=O)C1CCCN(Cc2cnc(C)s2)C1 (stereo not drawn)
  A = 0%	B = -2%	C = -1%	D = -5%	E = -3%	F = -3%	G = -24

O=C(Cn1ncc2ccsc2c1=O)N1CCN(c2ccccc2)CC1
  A = /	B = /	C = 15%	D = -8%	E = /	F = /	G = -5

CCC(C)[C@H](NC(=O)N1CCCCC1)C(=O)OC (stereo partly drawn)
  A = 16%	B = -4%	C = -7%	D = 4%	E = 12%	F = 0%	G = 26

C=CCn1c(SCC(=O)Nc2nccs2)nnc1-c1ccco1
  A = 0%	B = -5%	C = 1%	D = -8%	E = 0%	F = -6%	G = 21

O=C(NCc1cccc(F)c1)C1CCN(c2nc3ccccc3nc2C(F)(F)F)CC1
  A = /	B = /	C = 3%	D = -5%	E = /	F = /	G = -8

COc1ccc(C)cc1NC(=O)CSc1nnc(-c2ccco2)n1Cc1ccco1
  A = -17%	B = 24%	C = -11%	D = 1%	E = ?	F = 0%	G = -4

CC(C)=CCc1cc([C@@H]2COc3c(ccc4c3C=CC(C)(C)O4)C2)c(O)cc1O
  A = -30%	B = /	C = /	D = -1%	E = ?	F = /	G = -106*

CC(C)(C)C(=O)C1=C(O)C(=O)N(Cc2ccccc2)C1c1ccccc1Cl (stereo not drawn)
  A = 3%	B = -39%	C = -28%	D = 7%	E = 9%	F = 8%	G = -32

COC(=O)c1ccccc1NC(=O)c1cc(-c2ccco2)on1
  A = 9%	B = -25%	C = -3%	D = -1%	E = -10%	F = 2%	G = 28

O=C(Nc1ccc(C(=O)NCCCN2CCN(c3ccc(F)cc3)CC2)cc1)C1=CSCCO1
  A = 0%	B = 32%	C = 6%	D = -5%	E = ?	F = -1%	G = -24

Cn1cc(CN2CCCC(CO)C2)c(-c2ccc(Oc3ccccc3)cc2)n1 (stereo not drawn)
  A = -5%	B = 57%	C = 5%	D = 3%	E = -8%	F = 2%	G = -11

Cn1c(SCC(=O)Nc2nccs2)nnc1-c1ccccn1
  A = -4%	B = -4%	C = -7%	D = 3%	E = 4%	F = -2%	G = -26

Cc1cc(C(=O)CSc2n[nH]c(N)n2)c(C)n1-c1ccc2c(c1)OCO2
  A = -13%	B = -38%	C = -10%	D = -7%	E = ?	F = 3%	G = 21

CCC(C(=O)N1CCN(C(=O)c2ccco2)CC1)c1ccccc1 (stereo not drawn)
  A = -4%	B = 0%	C = -12%	D = 1%	E = -6%	F = 0%	G = 32

C[C@H]1CCC[C@]2(CC(=O)c3cc(F)ccc3O2)C1
  A = 9%	B = -6%	C = ?	D = -3%	E = 7%	F = /	G = -38

O=C1NC2=C(C(=O)CCC2)C(c2ccc([N+](=O)[O-])cc2)N1 (stereo not drawn)
  A = 0%	B = -2%	C = -7%	D = -8%	E = 24%	F = -1%	G = -7

Cc1cnc(C(=O)OCC(=O)c2ccc(C)s2)cn1
  A = 3%	B = -15%	C = 4%	D = -3%	E = 5%	F = /	G = -28

N#CC1=C(N)OC2=C(C(=O)CC(c3ccccc3)C2)C1c1ccoc1 (stereo not drawn)
  A = -23%	B = -27%	C = ?	D = 2%	E = -2%	F = 5%	G = 9

CN(Cc1cccs1)S(=O)(=O)c1cccs1
  A = 3%	B = 1%	C = -5%	D = 1%	E = 2%	F = 3%	G = 18

CC(=O)n1cc([C@H]2C=C(C(=O)N3CCOCC3)O[C@@H](OCc3ccc(CO)cc3)C2)c2ccccc21
  A = 0%	B = 193%[activator]	C = -5%	D = 2%	E = 7%	F = 0%	G = -1

Cc1ccc(CN2C(=O)CCC2(C)C(=O)NCc2cccnc2)cc1 (stereo not drawn)
  A = 0%	B = 6%	C = 2%	D = -1%	E = 12%	F = 3%	G = 28

COc1ccc(-c2cc(-c3ccccc3)c(C#N)c(=S)[nH]2)cc1
  A = 37%[activator]	B = -22%	C = 0%	D = -3%	E = -12%	F = 1%	G = -24

Cc1ccc(-c2csc(N3CCN(S(=O)(=O)c4ccc5c(c4)NC(=O)CO5)CC3)n2)cc1
  A = 28%	B = -12%	C = 0%	D = -2%	E = 20%	F = 2%	G = -18

Cc1cc(C)n(C(=O)CCCCCCCC(=O)n2nc(C)cc2C)n1
  A = 16%	B = -12%	C = -12%	D = 5%	E = 7%	F = -2%	G = 1

CC(=O)NCCc1nc2cc(NC(=O)Nc3ccccc3)ccc2n1C
  A = 0%	B = -28%	C = -8%	D = 27%	E = 7%	F = 1%	G = -5

CC(=O)C(Sc1nnnn1-c1ccc(O)cc1)c1ccccc1 (stereo not drawn)
  A = -6%	B = -45%	C = 2%	D = -9%	E = 13%	F = 2%	G = 37
